Screening data deposited in PubChem BioAssay by National Center for Advancing Translational Sciences (NCATS).
GALK inh: galactokinase (human) inhibition | Potency, µM (titrated, usually from 57.5 µM), for inactives: top-dose activity change, negative = inhibition, most hits filed as inhibitors | Purified GALK, Kinase-Glo residual ATP luminescence | 0.007% of 270,000 active | P51570; note: potency is the fitted concentration of half-maximal effect; % is set by controls: 0 for no effect and ±100 for the full control effect
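GALK at 5 nM final was combined with compound, 35 uM ATP and 100 uM galactose in HEPES pH8.0 with MgCl2 and DTT. The reaction ran one hour at room temperature before luminescent ATP detection.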
ASM inhibitor: human S-ASM enzyme inhibition; placental ASM, HMU-PC fluorogenic substrate, 60 min; Potency, µM (titrated, usually from 57.5 µM), inactives show at the highest dose activity change, negative = inhibition, actives largely listed as inhibitors; 0.006% of 340,000 active; AID 504937; note: potency is the fitted concentration of half-maximal effect
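qHTS format. ASM enzyme prepared from human placenta hydrolyses the fluorogenic substrate HMU-PC0 (9 uM final) over 60 min at 37 °C after a 10 min compound preincubation.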
Coupling enz: coupling enzyme interference in Giardia aldolase counter-screen; coupling enzyme system counterscreen, AmpLite Red fluorescence; 0.67% of 290,000 active; activity change, negative = inhibition, % at 58.2 µM, hits read low; in the data active = activity change below about -30%; note: % is set by controls: 0 for no effect and ±100 for the full control effect
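Compounds tested against the coupling enzymes alone at 57.5 uM final; readout was AmpLite Red fluorescence (525/598 nm) after 20 min at RT.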
MBNL1-CUG inh: MBNL1-poly(CUG) RNA binding inhibition; TR-FRET MBNL1-His/biotin-(CUG)12 binding, 665/545 ratio; AID 2675; Q9NR56; 0.036% of 280,000 active; Potency, µM (doses to about 57.5 µM), without a hit: at the top dose activity change, negative = inhibition, hits mostly inhibitors; active = well fitted inhibition curve with a large enough effect in the signal ratio, with a control signal flat, not every such curve was filed as active; inconclusive = small, poorly fitted or top-dose-only effect, or effect the other way, or a change in a side signal; inactive = no such curve, though single readings can be large or run the other way; the % refers to the signal ratio; note: potency is the fitted concentration of half-maximal effect; % is set by controls: 0 for no effect and ±100 for the full control effect
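Inhibition of protein-RNA binding appears as loss of TR-FRET between terbium anti-His antibody on MBNL1-His and streptavidin-XL665 on biotin-(CUG)12. Activity is normalized to buffer-only and uninhibited-complex controls.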
AT treatment: potential ataxia-telangiectasia treatment; […] A-T fibroblasts, KAP-1 phosphorylation AlphaLISA; neocarzinostatin DNA damage 30 min before lysis; AID 485349; 0.19% of 320,000 active; Potency, µM (top dose mostly 57.5 µM), for the others: at the top dose activation, actives largely listed as activators; note: potency is the fitted concentration of half-maximal effect; % of control where 0% means no effect; nearly all actives have a fitted effect of over 45% in size
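ATM-like activity read as KAP-1 phosphorylation via AlphaLISA donor/acceptor antibody pairs after lysis and 6 hr at 25C. Cells were ATM-null patient fibroblasts ([…], hTERT), dosed 60 min, then exposed to the DSB inducer NCS for 30 min.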
KCNH2 3.1 block: KCNH2 3.1 (human) potassium channel inhibition; U2OS KCNH2 3.1, thallium flux FluxOr; active compounds read low; activity change, % (tested at about 1.8 µM); 0.95% of 340,000 active; AID 720553;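 active = maximum activity change below -70%; inconclusive = maximum activity change from -70% to -50%; inactive = maximum activity change above -50%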;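 note: thallium influx rate constant from kinetic fluorescence after stimulation buffer; % is set by controls: 0 for no effect and ±100 for the full control effect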
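Thallium flux read-out: FluxOr dye with Red40 quencher in HBSS/HEPES, 45 min at RT. Rate constants from kinetic reads were normalized to positive and negative DMSO controls. Cells: U2OS virally expressing the 3.1 isoform.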
Integrin act MD: integrin-mediated muscular dystrophy alleviation activation. alpha7betagal myoblasts, beta-gal FDG fluorescence, 48 h. Potency, µM (series often up to 38.3 µM), without a hit: top-dose activation, hits mostly activators. 0.064% of 350,000 active;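 note: potency is the fitted concentration of half-maximal effect; 100% = response of the positive control SU9516; nearly all actives have a fitted effect of over 60% in size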
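alpha7betagal+/- myoblasts (passage 13, 250/well) treated 48 h at 37C with compounds at 1:260 dilution of DMSO stock. Lysed, then beta-galactosidase activity read as FDG fluorescence (ex 480/em 540) after 30 min, with pre-read for autofluorescence.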
CXXC DNA block: blocks binding of human MLL CXXC domain to DNA; MLL-CXXC / FITC-HOXA9 DNA fluorescence polarization; Potency, µM (titrated, usually from 115 µM), for the others: at the top dose activity change, negative = inhibition, most hits filed as inhibitors; 0.037% of 290,000 active; active = well fitted inhibition curve with a large enough effect in the polarisation, with a control signal flat, not every such curve was filed as active; inconclusive = small, poorly fitted or top-dose-only effect, or effect the other way, or a change in a side signal; inactive = no such curve, though single readings can be large or run the other way; the % refers to the polarisation; note: potency is the fitted concentration of half-maximal effect
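Fluorescence polarization: 7 uM MLL-CXXC (stock) preincubated 5 min with compounds, then 50 nM fluorescein-HOX-A9 DNA (stock) added; 30 min ambient. Buffer 50 mM Tris-HCl pH 7.5, 50 mM NaCl, 1 mM DTT, 0.05% BSA.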
TRPV1 agonist: activates the human vanilloid receptor TRPV1; Q8NER1; TRPV1-expressing cells, Fluo-8 calcium influx, agonist mode; activation, % at 8.33 µM; 0.19% of 320,000 active; in the data active = activation above about 80%; inconclusive = between about 30% and that limit; note: 0% is about no effect
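TRPV1-expressing cells were cultured overnight at 35.5C and loaded with Fluo-8 calcium dye for 40 to 90 min at room temperature. After a 10 s baseline, compound was added and calcium influx was read kinetically for 3 min (ex 480/em 520 nm).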
hERG WT inh: KCNH2 (human, wildtype) channel inhibition | U2OS, BacMam KCNH2, thallium flux FluxOr; active compounds read low | activity change, % at 1.84 µM | 0.37% of 340,000 active | AID 720551;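 active = maximum activity change below -70%; inconclusive = maximum activity change between -70% and -50%; inactive = maximum activity change above -50%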; note: % is set by controls: 0 for no effect and ±100 for the full control effect
Target sequence (Q12809 whole entry, looked up): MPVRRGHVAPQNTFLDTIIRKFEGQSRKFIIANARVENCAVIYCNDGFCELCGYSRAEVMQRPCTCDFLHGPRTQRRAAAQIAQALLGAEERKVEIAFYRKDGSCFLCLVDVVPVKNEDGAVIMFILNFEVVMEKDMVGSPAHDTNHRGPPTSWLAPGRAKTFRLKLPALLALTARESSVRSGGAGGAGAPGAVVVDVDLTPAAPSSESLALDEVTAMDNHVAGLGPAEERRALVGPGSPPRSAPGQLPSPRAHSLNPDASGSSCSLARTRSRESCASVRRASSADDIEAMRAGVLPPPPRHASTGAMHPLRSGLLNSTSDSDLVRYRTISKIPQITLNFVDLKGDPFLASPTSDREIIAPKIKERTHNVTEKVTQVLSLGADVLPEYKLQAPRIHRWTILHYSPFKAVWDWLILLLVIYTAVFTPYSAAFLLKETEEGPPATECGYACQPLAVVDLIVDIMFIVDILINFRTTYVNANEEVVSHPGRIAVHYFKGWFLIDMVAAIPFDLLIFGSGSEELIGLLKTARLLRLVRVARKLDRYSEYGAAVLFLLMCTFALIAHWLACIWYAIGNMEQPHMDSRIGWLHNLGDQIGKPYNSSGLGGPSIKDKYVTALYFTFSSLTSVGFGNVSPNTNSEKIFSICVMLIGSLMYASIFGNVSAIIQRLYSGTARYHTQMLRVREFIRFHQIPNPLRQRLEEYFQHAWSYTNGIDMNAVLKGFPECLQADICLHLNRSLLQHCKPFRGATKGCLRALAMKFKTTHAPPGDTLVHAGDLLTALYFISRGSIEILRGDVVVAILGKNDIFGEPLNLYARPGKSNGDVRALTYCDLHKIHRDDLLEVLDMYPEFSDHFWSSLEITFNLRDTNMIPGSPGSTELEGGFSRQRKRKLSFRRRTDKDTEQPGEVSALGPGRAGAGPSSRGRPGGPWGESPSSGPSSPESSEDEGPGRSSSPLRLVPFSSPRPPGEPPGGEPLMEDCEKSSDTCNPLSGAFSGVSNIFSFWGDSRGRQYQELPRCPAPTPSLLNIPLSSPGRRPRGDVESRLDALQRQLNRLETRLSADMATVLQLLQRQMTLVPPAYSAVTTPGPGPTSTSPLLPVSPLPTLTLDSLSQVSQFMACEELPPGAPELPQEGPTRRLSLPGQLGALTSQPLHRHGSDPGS
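U2OS cells were transduced with wild-type KCNH2 virus (2.03 x 10^8 / mL) for 4 h at room temperature, then cultured overnight at 37 C. Thallium flux was read with FluxOr dye. Rate constants were normalized to DMSO controls.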
An asterisk follows results filed as active; u = inconclusive; x = no result given; [ ] = remark or other dose. Unless noted, calls come from the whole dose curve; as a rule, active = well fitted curve in the direction sought with a large enough effect; inconclusive = small, poorly fitted or top-dose-only effect, or another doubt; inactive = no such curve, though single readings can be large; an effect the other way counts as inactive or inconclusive.

SMILES | GALK inh | ASM inhibitor | Coupling enz | MBNL1-CUG inh | AT treatment | KCNH2 3.1 block | Integrin act MD | CXXC DNA block | TRPV1 agonist | hERG WT inh
O=C(NCc1n[nH]c(=S)n1-c1ccc(Cl)c(Cl)c1)c1ccco1 | 4% | 8% | x | -5% | 6% | 3 | 4% | 23% | -2 | -6
CCOCCCNC(=O)C(NC(=O)c1ccc(NC(C)=O)cc1)c1ccccc1 (stereo not drawn) | -2% | x | 2 | -10% | 5% | -10 | -18% | 1% | -3 | -6
Clc1ccc(-c2noc(/C=C/c3ccccc3)n2)cc1 | -1% | -1% | 1 | -1% | 15% | 9 | u | u | 0 | -5
COc1ccc(N(CC(=O)NC2CC3CCC2C3)S(=O)(=O)c2ccc(C)cc2)cc1OC (stereo not drawn) | -1% | -1% | 3 | -12% | 13% | -1 | -3% | 0% | -1 | -16
c1ccc(CCCc2nc(-c3cccnc3)no2)cc1 | -1% | -1% | 3 | 0% | 12% | -20 | 6% | 0% | 0 | -3
Cc1[nH]c(=O)[nH]c(=O)c1S(=O)(=O)N1CCCc2ccccc21 | -10% | -1% | x | -3% | -6% | 4 | u | 55%[activator] | 1 | -22
COc1ccc(CN(C)C(=O)Cc2c[nH]c3ccccc23)c(OC)c1OC | -5% | 4% | 2 | 3% | 9% | 10 | -33% | -15% | -1 | -7
O=C(Nc1ccc(Cl)cc1)N1CCN(c2ccc3nnc(-c4ccc(F)cc4)n3n2)CC1 | -2% | u | 1 | 9% | -8% | u | -26% | 14% | 8 | -16
O=C(Nc1ccc(Cl)c(S(=O)(=O)N2CCOCC2)c1)c1ccncc1 | x | 2% | x | x | 2% | 4 | 12% | x | x | -4
CC1=C(C#N)CCC(=O)N1Cc1c(F)cccc1Cl | 0% | -2% | 2 | -5% | 1% | -24 | 10% | -2% | 4 | -1
COc1ccc2cc(C(=O)N3CCN(c4cccc(C)c4C)CC3)[nH]c2c1 | 2% | -19% | 2 | -2% | -4% | 0 | -12% | -8% | 2 | 0
COc1ccc(C(=O)NCC(=O)NCC2(N(C)C)CCCCC2)cc1OC | 1% | 2% | 0 | -1% | x | -38 | 10% | 3% | -2 | 3
CCCCN(C(=O)c1ccc(OC)c([N+](=O)[O-])c1)c1c(N)n(CCC)c(=O)[nH]c1=O | 2% | 1% | 5 | 5% | -8% | -11 | -22% | -1% | -2 | 6
Cc1ccc(CNc2cnccn2)s1 | 0% | 2% | 0 | 18% | 0% | -4 | 8% | 13% | 2 | 2
O=S(=O)(CC=CCS(=O)(=O)c1ccccc1)c1ccccc1 | x | 5% | x | x | x | 5 | -36% | x | x | -5
C/C=C/C(=O)NCCc1ccc(OC)c(OC)c1 | -2% | 5% | 3 | 4% | 3% | -2 | -3% | 7% | 0 | -3
CCOC(=O)Cc1csc(CC(N)=O)n1 | -2% | 16% | -2 | 4% | 12% | -20 | u | -1% | 2 | 0
O=C(CNc1ccc2ccccc2c1)N/N=C/c1ccc([N+](=O)[O-])o1 | 0% | -8% | 1 | x | 5% | x | -54%[inhibitor] | 7% | 2 | 0
CNC(=S)N1N=C(c2ccc(C)cc2)CC1c1ccc(OC)c(OC)c1 (stereo not drawn) | 1% | -2% | -1 | 29% | 1% | 0 | 14% | 9% | -1 | -1
CSCCC(NC(=O)c1c(C)oc2c1CCCC2)C(=O)O (stereo not drawn) | -2% | 6% | 2 | -4% | 1% | 15 | -8% | 9% | 2 | -2
O=S(=O)(NC1CC1)c1ccc(Br)cc1N1CCC[C@H]1CO | x | 0% | x | x | x | 5 | -3% | x | x | 10
C/C(=N\NC(=O)c1nnn(-c2nonc2N)c1-c1ccccc1)c1ccco1 | -2% | 0% | x | 14% | 4% | -2 | 21% | 1% | 5 | -1
O=C(CCc1nc(-c2ccccc2)no1)Nc1cccc(C(=O)NC2CC2)c1 | x | -3% | x | x | -3% | 18 | -6% | x | 0 | 32
O=C(O)c1ccc(C(=O)C(=O)c2ccccc2)cc1 | -1% | 1% | 17 | -6% | 17% | -10 | -19% | 10% | 1 | 4

Reprinted at random: three records from the list.
SMILES | GALK inh | ASM inhibitor | Coupling enz | MBNL1-CUG inh | AT treatment | KCNH2 3.1 block | Integrin act MD | CXXC DNA block | TRPV1 agonist | hERG WT inh
CCOC(=O)Cc1csc(CC(N)=O)n1 | -2% | 16% | -2 | 4% | 12% | -20 | u | -1% | 2 | 0
O=C(Nc1ccc(Cl)cc1)N1CCN(c2ccc3nnc(-c4ccc(F)cc4)n3n2)CC1 | -2% | u | 1 | 9% | -8% | u | -26% | 14% | 8 | -16
O=C(O)c1ccc(C(=O)C(=O)c2ccccc2)cc1 | -1% | 1% | 17 | -6% | 17% | -10 | -19% | 10% | 1 | 4

Next part
SMILES | GALK inh | ASM inhibitor | Coupling enz | MBNL1-CUG inh | AT treatment | KCNH2 3.1 block | Integrin act MD | CXXC DNA block | TRPV1 agonist | hERG WT inh
O=C(CCC(=O)Nc1nnc(C2CCCCC2)s1)Nc1ccccc1 | -1% | 0% | -5 | 0% | -7% | -21 | 38% | -3% | 5 | -1
S=C(N/N=C/c1ccc(Cl)c(Cl)c1)Nc1ccccc1Cl | 2% | -2% | -2 | 0% | 3% | 15 | -32%[inhibitor] | 1% | 2 | 8
O=C(CN(Cc1ccccc1)S(=O)(=O)c1ccc(F)cc1)NCCC1=CCCCC1 | 0% | -2% | 2 | -20% | 4% | -39 | -19% | 8% | u | -48
C=CCn1c(SCc2nc3ccccc3c(=O)[nH]2)nc2ccccc2c1=O | 0% | 5% | 0 | -4% | 3% | -1 | 3% | -4% | 4 | -6
Cc1nc2cc(NC(=O)N3CCN(c4ccccn4)CC3)ccc2o1 | 1% | 5% | 3 | 1% | x | 3 | -6% | 4% | -4 | -1
O=C(CSc1ccc2nnc(-c3cccnc3)n2n1)N1CCOCC1 | 3% | 2% | 7 | -16% | 26% | -20 | -3% | -3% | -1 | -12
COc1ccc(OCc2nc(C#N)c(NCCCn3ccnc3)o2)cc1 | 13% | 2% | 4 | 1% | 0% | 0 | -10% | 1% | 1 | -2
Cc1cccc(N(CC(=O)Nc2ccccc2F)S(C)(=O)=O)c1 | 0% | -1% | 0 | -1% | 0% | -8 | 8% | 9% | 1 | -9
O=C1N[C@@H](Cc2ccccc2)C(=O)N2[C@H]1C[C@]1(Br)c3ccccc3N(S(=O)(=O)c3ccccc3)[C@H]21 | x | -3% | x | x | -7% | 11 | 4% | x | 2 | 1
COCCNC(=O)CSc1nc2ccccc2c2nc(C)nn12 | 0% | 0% | 8 | 5% | -3% | -4 | 7% | -7% | -3 | 1
O=C(c1ccco1)N1CCN(C(=O)c2cn(-c3ccccc3)nc2-c2ccc(F)cc2)CC1 | x | -2% | x | x | 5% | -5 | 19% | x | 14 | 37
Cc1ccc(C(=O)c2ccc(N3CCN(C)CC3)c([N+](=O)[O-])c2)cc1 | -2% | -3% | 1 | x | 1% | -5 | -30% | -2% | 0 | 27

Reformatted field by field: entries from further up
COc1ccc(OCc2nc(C#N)c(NCCCn3ccnc3)o2)cc1
  GALK inh = 13%
  ASM inhibitor = 2%
  Coupling enz = 4
  MBNL1-CUG inh = 1%
  AT treatment = 0%
  KCNH2 3.1 block = 0
  Integrin act MD = -10%
  CXXC DNA block = 1%
  TRPV1 agonist = 1
  hERG WT inh = -2

Cc1cccc(N(CC(=O)Nc2ccccc2F)S(C)(=O)=O)c1
  GALK inh = 0%
  ASM inhibitor = -1%
  Coupling enz = 0
  MBNL1-CUG inh = -1%
  AT treatment = 0%
  KCNH2 3.1 block = -8
  Integrin act MD = 8%
  CXXC DNA block = 9%
  TRPV1 agonist = 1
  hERG WT inh = -9

More compounds:
SMILES | GALK inh | ASM inhibitor | Coupling enz | MBNL1-CUG inh | AT treatment | KCNH2 3.1 block | Integrin act MD | CXXC DNA block | TRPV1 agonist | hERG WT inh
CCCCOc1ccc(C(=O)N/C(=C/C=C/c2ccccc2)C(=O)O)cc1 | -1% | 2% | 11 | 6% | -3% | 16 | -1% | 16% | -4 | -19
CC(=O)Nc1ccc(NC(=O)CN(c2ccc(C(C)C)cc2)S(=O)(=O)c2ccccc2)cc1 | 0% | -9% | 2 | 9% | 11% | 15 | 1% | -5% | -2 | 9
Cc1ccc(NC(=O)c2ccco2)c(NC(=O)Cc2cccs2)c1 | -2% | 4% | 0 | 0% | 0% | -1 | -1% | -1% | 12 | -8
Fc1ccc(NC(=S)NC2CCN(Cc3ccccc3)CC2)cc1 | 6% | 5% | 2 | -6% | -1% | 8 | -1% | -5% | 24 | 20
CC(=O)Nc1ccc(S(=O)(=O)N2CCN(C(=O)N3CCOCC3)CC2)cc1 | -5% | 4% | 1 | -4% | 4% | 3 | -7% | 5% | 2 | 1
NNC(=O)c1ccccc1OCCOc1ccccc1 | 18% | -2% | 3 | -7% | -2% | -23 | -11% | 3% | 4 | 2
COc1ccc(-c2c(=O)n(OC)c3ccccc3[n+]2[O-])cc1OC | 2% | 5% | 2 | u | -4% | 24 | -51%[inhibitor] | -8% | 1 | -4
